Assay outcomes (PubChem)
APJ antagonist = APJ receptor antagonism; P35414; CHO-K1 APJ beta-arrestin complementation, luminescence; inhibition, % at 20 µM; AID 2521; 330,000 compounds, 0.32% hits;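 active means inhibition above about 40% at 20 µM, limit read from the data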;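 further: cells challenged with 10 nM apelin-13 agonist together with compound; plate controls were apelin-13 plus DMSO wells for no effect and DMSO wells lacking apelin-13 for full effect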
Target sequence (P35414 whole entry, looked up): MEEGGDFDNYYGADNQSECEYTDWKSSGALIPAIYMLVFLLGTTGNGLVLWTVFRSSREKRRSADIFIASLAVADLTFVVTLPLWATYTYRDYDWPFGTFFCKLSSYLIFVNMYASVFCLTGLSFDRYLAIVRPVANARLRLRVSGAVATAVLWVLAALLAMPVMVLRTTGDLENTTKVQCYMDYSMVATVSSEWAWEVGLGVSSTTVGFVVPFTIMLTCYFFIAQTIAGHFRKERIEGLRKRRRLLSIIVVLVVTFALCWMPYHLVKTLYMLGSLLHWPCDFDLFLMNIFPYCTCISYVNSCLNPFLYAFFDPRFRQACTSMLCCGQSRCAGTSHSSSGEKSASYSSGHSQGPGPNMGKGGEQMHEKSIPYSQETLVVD
UBC13 inh = inhibitors of human UBC13 polyubiquitin chain formation; TR-FRET; inhibition, % at 20 µM; 330,000 compounds, 0.47% hits; AID 485273; in the data active means inhibition above about 45%, passing the limit was not always enough
APJ agonist = APJ receptor agonism | CHO-K1 APJ PathHunter beta-arrestin, luminescence; 0% DMSO wells, 100% apelin | 330,000 compounds, 0.11% hits | P35414 | activation, % at 20 µM;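 active means activation more than six SD over the plate average, tested at 20 µM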;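 further: 0% = DMSO alone and 100% = apelin-13 at 10 nM; some results filed as inactive read as strong as hits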
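Assay system: CHO-K1 APJ beta-arrestin complementation cell line / Compound: single test compound dose, 20 µM final, 1% DMSO / Times: overnight seeding, 90 min compound at 25 °C, 1 h detection / Technique: beta-gal luminescence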
EBI2 antag = antagonists of human EBI2 receptor; EBI2 beta-arrestin recruitment, luminescence, 7a,25-OHC stimulated; inhibition, % at 5 µM; 360,000 compounds, 0.81% hits; AID 651636; in the data active means inhibition above about 38%;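 further: enzyme fragment complementation signal reports receptor beta-arrestin coupling in cells; 0% = agonist plus DMSO wells and 100% = wells without agonist; some results beyond the cut were filed as inactive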
Gli-Sufu antag = Gli-Sufu pathway antagonism | Sufu-KO-LIGHT fibroblasts, Gli luciferase reporter luminescence | inhibition, % at 5 µM | 340,000 compounds, 0.74% hits | AID 588413;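 active means inhibition above about 55%, limit read from the data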;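 further: 0% = DMSO-treated cells and 100% = wells with medium but no cells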
ATG4B inh = inhibitors of human ATG4B cysteine protease; Q9Y4P1; ATG4B cleavage of LC3-PLA2, NBD-HPC fluorescence, 1 h; inhibition, % at 8.33 µM; 340,000 compounds, 0.51% hits; in the data active means inhibition above about 40%
Target sequence (Q9Y4P1 whole entry, looked up): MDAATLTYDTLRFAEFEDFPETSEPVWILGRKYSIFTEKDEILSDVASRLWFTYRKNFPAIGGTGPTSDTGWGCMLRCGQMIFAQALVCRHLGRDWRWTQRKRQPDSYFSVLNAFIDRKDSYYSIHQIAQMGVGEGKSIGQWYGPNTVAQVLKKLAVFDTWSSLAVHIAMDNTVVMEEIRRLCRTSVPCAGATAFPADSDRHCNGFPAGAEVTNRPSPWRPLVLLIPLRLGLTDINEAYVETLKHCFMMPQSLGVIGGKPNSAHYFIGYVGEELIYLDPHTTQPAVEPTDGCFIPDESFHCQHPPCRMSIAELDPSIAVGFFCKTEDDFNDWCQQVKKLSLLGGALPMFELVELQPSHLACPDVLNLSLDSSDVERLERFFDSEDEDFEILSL
CXCR6 block = blocks human CXCR6 beta-arrestin recruitment; inhibition, % at 20 µM; CHO-K1 PathHunter CXCR6 beta-arrestin, luminescence; 360,000 compounds, 0.36% hits; O00574; in the data active means inhibition above about 34%, passing the limit was not always enough;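 further: antagonist mode with CXCL16 agonist at 10 nM final; 0% = 10 nM CXCL16 with DMSO and 100% = unstimulated wells without agonist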
Target sequence (O00574 whole entry, looked up): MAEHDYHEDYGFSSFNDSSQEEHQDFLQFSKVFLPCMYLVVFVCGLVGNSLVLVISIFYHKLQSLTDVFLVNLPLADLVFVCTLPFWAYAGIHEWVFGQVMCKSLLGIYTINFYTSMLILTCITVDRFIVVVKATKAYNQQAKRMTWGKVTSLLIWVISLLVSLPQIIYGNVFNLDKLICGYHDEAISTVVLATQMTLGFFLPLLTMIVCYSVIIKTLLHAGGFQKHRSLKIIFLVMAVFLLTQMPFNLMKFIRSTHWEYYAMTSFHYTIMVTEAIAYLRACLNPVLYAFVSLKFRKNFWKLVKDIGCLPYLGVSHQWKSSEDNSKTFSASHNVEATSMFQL
CCR6 antagonist = CCR6 (human) receptor antagonism; P51684; CHO-K1 CCR6 PathHunter beta-arrestin, luminescence, CCL20-stimulated; inhibition, % at 20 µM; 340,000 compounds, 0.49% hits;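 active means compounds whose inhibition of the agonist-driven luminescence signal at 20 µM reaches about 50%, limit read from the data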;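 further: cells stimulated with CCL20 at 14 nM final; plate controls were DMSO with CCL20 for no effect and DMSO without agonist for full effect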
Starred values were filed as active, the others as inactive; nt = not tested or not shown. Random draw from the library (roughly 3% active in at least one column).

A first look:
SMILES | APJ antagonist | UBC13 inh | APJ agonist | EBI2 antag | Gli-Sufu antag | ATG4B inh | CXCR6 block | CCR6 antagonist
O=C(NCc1cccc(F)c1)c1ccc2nc(N3CCOCC3)sc2c1 | -3 | 2 | 1 | 11 | -23 | 5 | 4 | -1
COC(=O)c1cc2n(n1)CCN(Cc1ccccc1F)C2=O | 14 | 0 | 0 | -4 | -2 | -7 | -16 | -7
C[C@H](CO)N1C[C@H](C)[C@@H](CN(C)C(=O)NC2CCCCC2)Oc2c(NC(=O)Nc3ccccc3)cccc2C1=O | -13 | 4 | 3 | -3 | -11 | 2 | 0 | 4
CC(C)NC(=O)C1CCN(C2CCN(Cc3nc(C(C)C)cs3)CC2)CC1 | -11 | -5 | -3 | 0 | 22 | 2 | -4 | -4
CS(=O)(=O)Nc1ccc(-c2ccc(/C=C3\SC(N)=NC3=O)o2)cc1 | 18 | -35 | -5 | -6 | -10 | -11 | 3 | 10
O=C(NCC(c1ccco1)N1CCN(c2ccc(F)cc2)CC1)C(=O)NC1CCCCC1 (centres undefined) | 8 | 1 | -4 | 12 | 10 | 0 | 0 | 4
C=CCNC(=S)N/N=C/c1cn(C)c2ccccc12 | -1 | -5 | 0 | 7 | 1 | -17 | -4 | -3

All compounds of this part, repeating the preview:
SMILES | APJ antagonist | UBC13 inh | APJ agonist | EBI2 antag | Gli-Sufu antag | ATG4B inh | CXCR6 block | CCR6 antagonist
O=C(NCc1cccc(F)c1)c1ccc2nc(N3CCOCC3)sc2c1 | -3 | 2 | 1 | 11 | -23 | 5 | 4 | -1
COC(=O)c1cc2n(n1)CCN(Cc1ccccc1F)C2=O | 14 | 0 | 0 | -4 | -2 | -7 | -16 | -7
C[C@H](CO)N1C[C@H](C)[C@@H](CN(C)C(=O)NC2CCCCC2)Oc2c(NC(=O)Nc3ccccc3)cccc2C1=O | -13 | 4 | 3 | -3 | -11 | 2 | 0 | 4
CC(C)NC(=O)C1CCN(C2CCN(Cc3nc(C(C)C)cs3)CC2)CC1 | -11 | -5 | -3 | 0 | 22 | 2 | -4 | -4
CS(=O)(=O)Nc1ccc(-c2ccc(/C=C3\SC(N)=NC3=O)o2)cc1 | 18 | -35 | -5 | -6 | -10 | -11 | 3 | 10
O=C(NCC(c1ccco1)N1CCN(c2ccc(F)cc2)CC1)C(=O)NC1CCCCC1 (centres undefined) | 8 | 1 | -4 | 12 | 10 | 0 | 0 | 4
C=CCNC(=S)N/N=C/c1cn(C)c2ccccc12 | -1 | -5 | 0 | 7 | 1 | -17 | -4 | -3
O=C(CNC(=O)c1ccco1)NCC(=O)OCc1ccc(Cl)cc1Cl | -6 | 2 | 1 | 13 | 12 | -6 | 7 | -5
CC(NC(=S)NC1CCCCC1)c1ccc(C(C)(C)C)cc1 (centres undefined) | 2 | -8 | -4 | -1 | 20 | 8 | 0 | 20
CCOC(=O)CCC(NC(=O)c1ccccc1C(=O)NC(CCC(=O)OCC)C(=O)OCC)C(=O)OCC (centres undefined) | -16 | -1 | 6 | 0 | 0 | 9 | -6 | 7
O=C(Cc1ccccc1)O/N=C1\CCCc2ccccc21 | 5 | 12 | -3 | -2 | -3 | -4 | 0 | -4
O=C(Nc1ccc(N2CCN(C(=O)c3ccccc3)CC2)c(Cl)c1)c1ccco1 | -1 | 4 | 1 | 11 | -13 | -18 | 1 | -3
CCCNC(=O)COC(=O)c1ccccc1OCc1ccc(Cl)cc1 | 0 | 8 | -6 | 3 | -1 | -4 | 6 | 26
O=C(/C=C/c1ccc([N+](=O)[O-])cc1)OCC(=O)N1CCCC1 | -18 | -3 | -4 | 4 | -18 | 1 | -7 | -9
CCn1c(CCn2c3ccccc3c3ccccc32)n[nH]c1=S | 15 | 4 | -1 | -2 | -4 | -4 | -6 | 12
O=C(Nc1ccccc1C(=O)Nc1ccc(Cl)cc1)c1cccnc1 | -12 | 5 | -3 | -2 | 6 | -8 | -3 | 15
COCCN(Cc1cc2cc(C)ccc2n2nnnc12)C(=S)Nc1cccc(C)c1 | -8 | 0 | -3 | 14 | 23 | -10 | 0 | 10
Cc1ccc(NC(=O)c2nc[nH]c2C(=O)NCCN(CCNC(=O)c2[nH]cnc2C(=O)Nc2ccc(C)cc2)CCNC(=O)c2[nH]cnc2C(=O)Nc2ccc(C)cc2)cc1 | 0 | -5 | -3 | -23 | 3 | -16 | -15 | 1
O=C(CSc1ccccc1F)NCC1(N2CCCCC2)CCCCC1 | -7 | 0 | -3 | 2 | 2 | -4 | 0 | 13
CCc1cccc(OCC2Cn3c(nc4c3c(=O)n(C)c(=O)n4C)O2)c1 (centres undefined) | 4 | -6 | -1 | 7 | 12 | -6 | -2 | 12
CC[C@@]1(C(=O)OC)N[C@H](CN(C)C(=O)C2CCCCC2)[C@@H]2C(=O)N(Cc3ccccc3)C(=O)[C@@H]21 | 4 | 0 | -2 | -7 | -30 | -7 | -3 | -2
N#CCc1ccc(NC(=O)Cn2c(=O)oc3ccccc32)cc1 | 6 | 0 | -4 | -8 | -5 | -2 | -1 | -2
COc1ccc(S(=O)(=O)N2CCCCCC2)cc1NC(=O)CN(C)Cc1ccc2c(c1)OCO2 | 8 | -2 | -2 | 25 | 13 | -36 | 12 | 18
CCC(C)N(C(=O)CSc1nnc2ccccn12)C1CCS(=O)(=O)C1 (centres undefined) | 10 | 2 | -1 | -7 | -3 | -8 | 2 | 6
Cc1nn(C(C)(C)C)c(OC(=O)C2CCCC2)c1S(=O)(=O)c1ccccc1 | nt | nt | nt | -23 | 4 | 16 | 3 | -2
CCC(=O)c1c(NCCc2ccccc2)cc(C)oc1=O | -2 | -1 | -4 | 1 | 6 | -9 | 4 | 13
N#C/C(=C\Nc1ccc(Cl)cn1)S(=O)(=O)c1ccccc1 | -16 | -4 | 4 | -5 | -3 | 2 | 3 | 16
Cn1c(SCC(=O)NCc2ccc3c(c2)OCO3)nc2c(c1=O)SCC2 | 11 | -2 | -1 | -1 | 1 | -5 | 4 | 5
O=C(c1ccco1)N1CCN(c2ccc(N3CCCCC3)nn2)CC1 | -14 | 7 | -6 | -1 | -35 | -3 | 0 | -2
CC(=O)NN1C(=O)c2ccc(Oc3cccc([N+](=O)[O-])c3)cc2C1=O | 15 | 3 | 0 | -2 | 3 | -10 | -7 | -13
O=c1cnn([C@@H]2O[C@H](CO)[C@@H](O)[C@H]2O)c(=O)[nH]1 | 13 | -9 | 3 | 2 | 15 | 3 | -2 | 4
COCCn1c(=O)[nH]c2cc(C(=O)NCc3cccnc3)ccc2c1=O | 7 | 4 | 1 | -9 | 2 | 0 | -15 | -13
O=C(Nc1ccc(Nc2ccccc2)cc1)c1ccc(Br)o1 | -11 | -16 | 1 | 5 | -31 | 5 | -8 | 4
N#CC(C#N)=C(N)Nc1cccc(Cl)c1 | 3 | 6 | 0 | 7 | 24 | -1 | -2 | 13
CC(C(=O)N1CCc2ccccc21)N1CCN(S(=O)(=O)c2ccc(C(F)(F)F)cc2)CC1 (centres undefined) | -6 | -2 | -4 | -10 | 12 | -14 | 15 | 18
COc1ccc(/C=C2/CCC(CN3CCOCC3)C2=O)cc1 (centres undefined) | nt | nt | nt | 36 | 12 | 7 | 70* | 87*
O=C(Nc1ccccc1C(=O)O)c1cc(S(=O)(=O)N2CCOCC2)cs1 | 11 | 2 | -2 | -17 | 16 | -1 | -4 | 8
Cc1ccc(C(=O)OCC(=O)Nc2ccccc2C(F)(F)F)cc1S(=O)(=O)N1CCOCC1 | 6 | 6 | 0 | 3 | -3 | 2 | 2 | 10
CCCC(O)(CCN(C)C)c1ccc(OC)cc1 (centres undefined) | -18 | 2 | -3 | -7 | 4 | -2 | 5 | 8
CCC(CCNC(=O)c1ccccc1)(CCNC(=O)c1ccccc1)[N+](=O)[O-] | nt | nt | nt | 6 | 2 | 6 | 0 | 7
O=C(Cc1cccs1)N/N=C/C=C/c1ccccc1[N+](=O)[O-] | -6 | -3 | 6 | -6 | -13 | 4 | -9 | 14
O=C(NCCCCc1ccccc1)c1ccccc1Cl | 6 | -12 | -3 | -2 | -9 | 2 | 4 | -1
CSC(=NC#N)N1CCN(C(=NC#N)SC)CC1 | 13 | -8 | -3 | -6 | 6 | 5 | 3 | 4
Cc1cccc2nc(CSc3ncccc3C(=O)O)cn12 | 0 | -10 | -1 | -10 | -6 | -9 | -2 | 6
Cc1ccc(CSCC(=O)N(C)CC(=O)Nc2ccc(Cl)c(Cl)c2)cc1 | -46 | 3 | -2 | 0 | -5 | 5 | -4 | 1
O=C(Cc1nc(-c2cnccn2)no1)NNC(=O)Nc1ccccc1 | 8 | -1 | -6 | 7 | 2 | 3 | -2 | 8
CCCCN(CC)Cc1ccc(CNC(=O)Nc2ccc(Cl)cc2)o1 | 3 | 4 | -4 | 4 | 1 | 3 | 2 | 15
COc1ccc(/C=N/NC(=O)c2ccccc2)cc1OS(=O)(=O)c1ccccc1 | 1 | -4 | 1 | 6 | -8 | -15 | -1 | 16
Cn1cnnc1SCC(=O)NCCC1=CCCCC1 | -6 | -2 | -3 | -23 | 1 | -5 | -1 | 7
O=C(CN(C(=O)c1ccccc1Cl)C1CCCCC1)Nc1ccc(Cl)c([N+](=O)[O-])c1 | 14 | -23 | 1 | 23 | 24 | 1 | 8 | 1
O=C(O)CCC(=O)N1N=C(c2ccco2)CC1c1ccco1 (centres undefined) | 11 | -8 | -2 | -5 | 13 | 4 | -7 | 16
Cc1cccc(NC(=O)COc2ccc3c(c2)CCC3)n1 | 20 | -2 | 1 | 0 | -4 | 17 | -3 | 4
CN(C)c1cc(-c2ccc(C#N)cc2)oc(=O)c1Cl | 10 | -8 | -2 | -1 | 4 | 4 | -27 | 1
CO/N=C/CC(=O)c1cnc(-c2ccccc2)s1 | -3 | 2 | -5 | -1 | -20 | 0 | 9 | 17
O=[N+]([O-])c1ccccc1S(=O)(=O)Nc1ccc(S(=O)(=O)N2CCOCC2)cc1 | 10 | -4 | 0 | 15 | -27 | -5 | -6 | 13
O=C(NCCCO)c1cc2c([nH]c3ccccc32)c(-c2ccccc2)n1 | 12 | 17 | 0 | 6 | 26 | -18 | 4 | 9
O=C(CC1N=C2c3ccccc3N=C(SCc3ccccc3Cl)N2C1=O)NCc1ccco1 (centres undefined) | 2 | 6 | 2 | 7 | -8 | -5 | -2 | 6
O=C(Nc1ccc(N2CCN(C(=O)c3ccco3)CC2)cc1)c1ccco1 | -26 | -3 | 0 | 4 | 3 | -3 | -5 | 0
Cc1cnc(C(=O)OCC(=O)Nc2ccccc2[N+](=O)[O-])cn1 | 13 | -1 | -4 | 6 | 1 | -9 | -3 | 0
OCCC1CN(Cc2ccc(Oc3ncccn3)cc2)CCN1Cc1ccc(F)c(F)c1 (centres undefined) | 8 | -1 | 2 | -10 | 12 | -5 | 12 | 13

The listing continues.
SMILES | APJ antagonist | UBC13 inh | APJ agonist | EBI2 antag | Gli-Sufu antag | ATG4B inh | CXCR6 block | CCR6 antagonist
O=C(Cn1nnc(-c2ccccc2)n1)Nc1ccc2c(c1)OCO2 | 4 | -8 | 1 | -10 | -26 | 0 | -13 | -1
COCCNc1ccc(S(=O)(=O)N2CCCC2)cn1 | 7 | 0 | -2 | -11 | 4 | -3 | -5 | 8
CC(C)CCn1nnnc1C(c1ccc(F)cc1)N1CCN(C(=O)c2ccco2)CC1 (centres undefined) | 2 | 3 | -2 | -4 | -1 | -11 | 0 | 17
C(=N\Nc1nc(-c2ccccc2)cs1)/c1cccnc1 | -20 | -9 | 11 | 4 | -73 | 1 | -14 | -11
COc1ccccc1CNC(=O)CCN1C(=O)COc2ccccc21 | 8 | -5 | -1 | 0 | 4 | 0 | -1 | -2
O=C(c1cc2ccccc2o1)N1CCN(Cc2ccccc2)CC1 | 16 | -3 | 2 | 65* | -2 | -6 | -8 | -1
COc1cc(NC(=O)C(Cc2ccccc2)n2cccc2)cc(OC)c1 (centres undefined) | 9 | 18 | -3 | 15 | 9 | -3 | 10 | 11
COc1cccc(/C=N/NC(=O)C(c2ccncc2)N2CCOCC2)c1 (centres undefined) | 22 | -3 | -3 | -5 | 3 | 1 | -10 | 4
O=Cc1ccccc1OCc1nnsc1Cl | 0 | 0 | -3 | -5 | 7 | 12 | -8 | -34
